Casp7 inh = qHTS Assay for Allosteric/Competitive Inhibitors of Caspase-7; recombinant caspase-7, Ac-DEVD-AFC fluorescence rate; actives 0.02% (n = 75,000); P55210; Potency, µM (doses to about 57.5 µM), for the others: at the top dose activity change, negative = inhibition, hits mostly inhibitors; active = well fitted inhibition curve with a large enough effect in the main read-out, with a control signal flat, not every such curve was filed as active; inconclusive = small, poorly fitted or top-dose-only effect, or a change in a side signal; note: potency is the fitted concentration of half-maximal effect; % of control where 0% means no effect
BRCT PPI red = qHTS Assay for Inhibitors of BRCT-Phosphoprotein Interaction (Red Fluorophore); Breast cancer type 1 susceptibility protein (Homo sapiens), P38398; BRCT-phosphopeptide binding, red fluorescence polarization; Potency, µM (top dose mostly 76.9 µM), without a hit: at the top dose activity change, negative = inhibition, actives largely listed as inhibitors; actives 0.03% (n = 75,000); note: % is set by controls: 0 for no effect and ±100 for the full control effect
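Rhodamine-labelled pBACH1 10-mer (100 nM) bound to BRCT domain (100 nM) at pH 7.3; compounds incubated 12 min room temperature, polarization read. Free peptide defines full inhibition; unlabelled decapeptide titrated as control.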
4-MU autofl = qHTS Assay for Spectroscopic Profiling in 4-MU Spectral Region; actives 11% (n = 59,000); max dye-equivalent concentration, M; compound autofluorescence, 340/450 nm, 4-MU equivalents; hits give high values; in the data active = max dye-equivalent concentration above about 10 nM; inconclusive = mostly about 1.1 nM to 9.6 nM
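Compounds in 100 mM Tris, pH 8.0, incubated 15 min at room temperature, then fluorescence read at 340 nm excitation/450 nm emission. Signal converted to 4-MU dye-equivalent concentration using an on-plate six-point 4-MU standard curve.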
A350 autofl = qHTS Assay for Spectroscopic Profiling in A350 Spectral Region | Compound autofluorescence, 340/450 nm, Alexa 350 dye-equivalents; hits give high values | max dye-equivalent concentration, M | actives 11% (n = 59,000) | AID 590, 2007; in the data active = max dye-equivalent concentration above about 10 nM; inconclusive = mostly about 1.1 nM to 9.6 nM
USP2a inhib = qHTS Assay for Inhibitors of Ubiquitin-specific Protease USP2a | Ubiquitin carboxyl-terminal hydrolase 2 (Homo sapiens), O75604 | USP2a enzymatic assay, qHTS inhibition | actives 0.1% (n = 60,000) | Potency, µM (top dose mostly 38.3 µM), for the others: at the top dose activity change, negative = inhibition, hits mostly inhibitors;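 note: potency is the fitted concentration of half-maximal effect; nearly all actives have a fitted effect of over 60% in size; plate controls were DMSO for no effect and NEM full inhibition control for full effect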
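20 nM USP2 core + cpd, 30 min RT; add 20 nM Ub-PLA2/20 uM NBD C6-HPC; read Ex460/Em535 at 0 h and 2.5 h. Normalized to NEM; qHTS curve fit/classification.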
GFP derepression = qHTS Assay for Epigenetic Modulators | mouse C127i GFP locus derepression, cytometry, 30 h | Potency, µM (titrated, usually from 46.1 µM), without a hit: top-dose GFP derepression (activation) | actives 0.09% (n = 68,000) | AID 597, 2007; note: % of control where 0% means no effect
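Locus derepression in mouse mammary C127i cells whose integrated CMV-GFP reporter is normally silent; GFP expression after 30 h compound treatment was quantified by counting fluorescent cells.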
Fluorescein autfl = qHTS Assay for Spectroscopic Profiling in Fluorescein Spectral Region | AID 593, 2007 | actives 0.91% (n = 59,000) | Compound autofluorescence, 480/540 nm, fluorescein-equivalent; hits give high values | max fluorescein-equivalent concentration, M; in the data active = max fluorescein-equivalent concentration above about 10 nM; inconclusive = between about 1.1 nM and that limit
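First, buffer (100 mM Tris, pH 8.0) dispensed; second, compounds and fluorescein standards pinned in; third, 15 min room-temperature incubation; finally, imaging at ex 480 nm/em 540 nm. Fluorescence normalized against the six-point fluorescein curve.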
BRCT PPI green = qHTS Assay for Inhibitors of BRCT-Phosphoprotein Interaction (Green Fluorophore) | actives 0.05% (n = 75,000) | AID 875, 2007 | Potency, µM (doses to about 76.9 µM), for inactives: at the highest dose activity change, negative = inhibition, usual class: inhibitors | BRCA1 BRCT-phosphopeptide binding, green fluorescence polarization | Breast cancer type 1 susceptibility protein (Homo sapiens), P38398;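 note: potency is the fitted concentration of half-maximal effect; plate controls were peptide without protein for full effect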
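Compounds were incubated for 12 min at room temperature with a complex of 100 nM fluorescein-tagged pBACH1 decapeptide and 250 nM His-tagged BRCT protein. Buffer was phosphate pH 7.3 with EDTA, DTT and Tween 20. Disruption of binding lowers the polarization signal.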
Casp1 inh = qHTS Assay for Allosteric/Competitive Inhibitors of Caspase-1. actives 0.03% (n = 75,000). Potency, µM (titrated, usually from 57.5 µM), without a hit: at the top dose activity change, negative = inhibition, actives largely listed as inhibitors. Caspase-1 enzyme, Ac-WEHD-AFC fluorogenic rate;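 note: potency is the fitted concentration of half-maximal effect; plate controls were vehicle for no effect and no substrate for full effect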
UbGFP stabilizer = Ubiquitin-GFP Assay. AID 526, 2006. Ubiquitin-GFP reporter cells, proteasome inhibition, GFP fluorescence; response scale: untreated = 0%, 10 µM MG-132 = 100%. 67,000 tested, under 10 active. Potency, µM (highest dose often 45.9 µM), for inactives: top-dose activation (GFP accumulation), usual class: activators; active = well fitted activation curve with a large enough effect, not every such curve was filed as active; inconclusive = small, poorly fitted or top-dose-only effect, or another doubt; inactive = no such curve, though single readings can be large or run the other way; note: potency is the fitted concentration of half-maximal effect
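Proteasome block read as GFP accumulation: ubiquitin(G76V)-GFP U2OS cells exposed to compound (2.9 nM–46 uM) for 4 hr at 37 C. Normalization used untreated cells as 0% and 10 uM MG-132 as 100%; concentration-response curves fitted.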
HEK293 cAMP cs = qHTS Assay for Agonists of the Thyroid Stimulating Hormone Receptor: Activators of Intracellular cAMP Concentrations in Parental HEK 293; Potency, µM (doses to about 57.1 µM), for the others: top-dose activation, usual class: activators; parental HEK293 CNG cAMP sensor, membrane potential fluorescence; AID 938, 2007; actives 2.5% (n = 73,000); note: potency is the fitted concentration of half-maximal effect; % of control where 0% means no effect; nearly all actives have a fitted effect of over 55% in size
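Counterscreen for endogenous-receptor signalling: CNG-channel HEK 293 cells report cAMP rise by membrane depolarization. After 60 min dye equilibration with 100 uM RO 20-1724, compounds incubated 30 min before bottom-read fluorescence at 590 nm.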
Starred values were filed as active, the others as inactive; i = inactive; ? = inconclusive; . = no result given; [ ] = remark or other dose. Unless noted, calls come from the whole dose curve; as a rule, active = well fitted curve in the direction sought with a large enough effect; inconclusive = small, poorly fitted or top-dose-only effect, or another doubt; inactive = no such curve, though single readings can be large; an effect the other way counts as inactive or inconclusive. Some of the compounds tested; count on the stated rates, not on these rows.

The line under a structure holds: BRCT PPI red	A350 autofl	Casp7 inh	4-MU autofl	UbGFP stabilizer	GFP derepression	BRCT PPI green	Casp1 inh	USP2a inhib	HEK293 cAMP cs	Fluorescein autfl
O=C(CC(c1ccccc1)c1ccccc1O)NCCN1CCOCC1 (stereo not drawn)
 : 0.2%	i	0%	i	1%	-1%	-4.8%	0%	2%	11%	i
Cc1ccc(-n2c(SCC(=O)OC(C)C)nnc2-c2ccco2)cc1
 : 1.1%	?	-5%	i	-12%	3%	0.1%	0%	-7%	?	i
O=C(CCc1nc2ccccc2c(=O)[nH]1)NC1CCN(Cc2ccccc2)CC1
 : -0.2%	i	-1%	i	-2%	0%	-2.5%	3%	3%	2%	?
COc1ccc(C)cc1NS(=O)(=O)c1cccc2nonc12
 : -1.1%	i	3%	i	2%	-1%	-2.2%	2%	-2%	12%	i
COc1cc2nc(SCC(N)=O)n(CCC3=CCCCC3)c(=O)c2cc1OC
 : 0.1%	i	0%	i	0%	2%	-2.3%	0%	-15%	-8%	?
CCC1Oc2ccccc2N(CC(=O)NCCN2CCc3ccccc3C2)C1=O (stereo not drawn)
 : -3.7%	i	0%	i	6%	0%	-7.9%	0%	1%	17%	i
O=C1C2C3C=CC(C3)C2C(=O)N1Cc1cccnc1 (stereo not drawn)
 : 1.5%	i	2%	i	0%	-1%	-0.9%	4%	3%	4%	i
CCCC(=O)Nc1cnc(NC(=O)c2cccc(F)c2)cc1C
 : -0.1%	i	0%	i	2%	1%	-0.2%	1%	-1%	-9%	?
N#CCCSC(=S)[C@H]1CCCC1=N
 : -1.4%[15.4 µM]	i	-1%[11.5 µM]	i	-6%[9.17 µM]	0%[9.22 µM]	-2.9%[15.4 µM]	-5%[11.5 µM]	.	?	i
Cc1onc(-c2ccccc2)c1C(=O)Oc1cccnc1
 : 0.8%	i	1%	i	3%	2%	-0.2%	-4%	-6%	5%	i
COC(=O)C(C)Sc1nc2c(c(=O)[nH]c(=O)n2C)n1CCCc1ccccc1 (stereo not drawn)
 : -3.3%	i	1%	i	8%	-1%	2.7%	-1%	-11%	28%	i
CCOC(=O)N1CCC(NS(=O)(=O)c2cc3c(cc2Cl)NC(=O)CO3)CC1
 : 1.1%	i	-1%	i	8%	2%	-0.6%	-3%	29%	-3%	i
Sc1ccc2ccccc2c1CNCc1ccccc1
 : -4.3%[15.4 µM]	i	-1%[11.5 µM]	i	0%[9.17 µM]	0%[9.22 µM]	-1.3%[15.4 µM]	-4%[11.5 µM]	.	6%[11.4 µM]	i
CCn1c2ccccc2c2cc(N)ccc21
 : -0.5%	3.1e-07M*	-2%	2.4e-07M*	-6%	0%	15%	-4%	-10%	-6%	?
CCOC(=O)C(Cc1cc(C(C)=O)ccc1OC(C)C)C(=O)OCC
 : -1.1%	i	0%	i	4%	0%	-2.2%	1%	5%	?	?
O=C(CC(C(=O)N1CCc2ccccc21)n1ccnc1)N1CCc2ccccc2C1 (stereo not drawn)
 : 0.0%	i	-1%	i	2%	4%	-4.0%	0%	25%	10%	?
CC(C)NC(=O)N1CCC2(CC1)CCN(C(=O)c1csnn1)CC2
 : -0.2%	i	-1%	i	-5%	-2%[9.22 µM]	-2.0%	-5%	6%	-7%	i
CC(C)NCC(O)c1cc(O)cc(O)c1 (stereo not drawn)
 : 1.3%	.	-9%	.	.	.	-2.0%[3.08 µM]	-6%	-11%	.	.
N#Cc1nc(-c2ccc(Cl)cc2)oc1NCc1cccc2c1OCO2
 : 1.0%	i	-2%	i	-2%	-3%	0.9%	-2%	3%	20%	i
O=C(O)C1C2CCCCC2=C2CCCCC2C1C(=O)O (stereo not drawn)
 : -0.7%	.	0%	.	-9%	2%	-0.6%	2%	-8%	4%	.
Cc1cc(NCCN2CCOCC2)n2nc(C)c(-c3ccc(Cl)cc3)c2n1
 : -0.6%	?	0%	1.9e-08M*	8%	0%	-4.6%	0%	41%[activator]	-20%	i
COc1cccc(CC(=O)Nc2nccs2)c1
 : 1.4%	i	0%	i	3%	0%	-0.8%	1%	0%	3%	i
COCCOC(=O)c1[nH]c2c(c1C)C(=O)C(C(=O)OC)C(C)C2 (stereo not drawn)
 : 0.1%	.	1%	.	-9%	3%	-1.4%	-6%	.	7%	.
COc1ccccc1N(CC(=O)N1CCCCC1)S(=O)(=O)c1ccccc1
 : 2.6%	i	0%	i	-3%	0%	2.2%	3%	11%	?	?
O=C(NCc1ccc2c(c1)OCO2)C1CCN(S(=O)(=O)c2ccc(Br)s2)CC1
 : -1.4%	i	1%	i	9%	4%	-1.1%	-2%	2%	?	?
CC(C(=O)NCC1(c2ccccc2)CCCC1)N1CCCC1 (stereo not drawn)
 : -1.1%	i	-1%	i	-5%	-3%	-1.5%	0%	-3%	3%	i
COc1cc(C(=O)NCCC(=O)NC2CCCCCCC2)cc(OC)c1OC
 : -1.9%	i	2%	i	2%	0%	-0.6%	0%	13%	14%	i
CCn1cc(C(=O)NC2CCC(C)CC2)c(=O)c2cc(S(=O)(=O)N3CCCCC3)ccc21 (stereo not drawn)
 : -3.6%	i	-3%	i	-3%	3%	-0.4%	-3%	36%[activator]	-19%	?
Cc1cc(C)c(S(=O)(=O)N(C)CC(N)=O)c(C)c1
 : -0.3%	i	1%	i	0%	2%	-2.5%	-2%	-9%	8%	?
CCOC(=O)NC1(C(F)(F)F)NC(=O)N(Cc2ccco2)C1=O (stereo not drawn)
 : 1.6%	i	-1%	i	-1%	0%	-0.9%	-2%	-11%	0%	i
CCCN(CCO)Cc1cccc(Br)c1
 : -0.7%	i	1%	i	14%	2%	-2.4%	-1%	1%	10%	i
c1ccc2c(c1)CCCC2NC1=NCCC1 (stereo not drawn)
 : -1.4%	i	-1%	i	-3%	0%	-2.1%	0%	-16%	21%	i
O=C(C1CCN(S(=O)(=O)c2cccc3cccnc23)CC1)N1CCN(C2CCCC2)CC1
 : 0.5%	.	-4%	.	0%	9%	-1.9%	0%	.	6%	.
Cc1cccc2c3c(ccc12)C1=C(C(=O)C3=O)C(C)CO1 (stereo not drawn)
 : -13%	.	-21%	.	.	.	-7.9%	-14%	25%	.	.
COc1ccc(C2c3c(-c4cc(Cl)c(C)cc4O)n[nH]c3C(=O)N2Cc2cccnc2)cc1OC (stereo not drawn)
 : 0.0%	i	-12%	i	-5%	0%	2.8%	-5%	55%[activator]	9%	i
Nc1ccccc1C#CCCCCO
 : -0.7%	.	-4%	.	.	.	-2.2%	0%	.	25%	.
c1cncc(-c2ccc3ncnc(NC4CCNCC4)c3c2)c1
 : -0.2%	i	-3%	i	-3%	-1%[9.22 µM]	-0.9%	-1%	8%	-6%	?
COc1ccc(Nc2cc(C)nc(N3CCOCC3)n2)cc1
 : 0.3%	i	-1%	i	.	0%	-0.2%	-2%	-2%	0%	?
CCOCCCNC(=O)CCNS(=O)(=O)c1ccc(C)cc1
 : -1.1%	i	-1%	i	-1%	0%	-2.4%	0%	-5%	5%	i
N#CC1(O)CCCCC1
 : 0.5%	.	-1%	.	.	.	-1.6%	-2%	.	19%	.
Cc1nn(C(=O)c2ccccc2)c2c1C(=O)CC(C)(C)C2
 : -2.5%	i	0%	i	0%	2%	0.0%	2%	-6%	6%	i
Cc1nn(C)c(C)c1S(=O)(=O)N1CCCC(C(=O)N2CCN(c3ccc(Cl)cc3)CC2)C1 (stereo not drawn)
 : 0.9%	i	0%	i	-3%	4%	-5.1%	4%	34%[activator]	21%	i
CCOc1ccc(C(=O)N2CCCC2C(=O)O)cc1 (stereo not drawn)
 : 0.0%	?	-1%	i	4%	1%	-1.3%	0%	-2%	8%	?

Printed as active in 4-MU autofl, among the entries above:
| Compound | BRCT PPI red | A350 autofl | Casp7 inh | 4-MU autofl | BRCT PPI green | Casp1 inh |
| --- | --- | --- | --- | --- | --- | --- |
| CCn1c2ccccc2c2cc(N)ccc21 | -0.5% | 3.1e-07M* | -2% | 2.4e-07M* | 15% | -4% |
| Cc1cc(NCCN2CCOCC2)n2nc(C)c(-c3ccc(Cl)cc3)c2n1 | -0.6% | ? | 0% | 1.9e-08M* | -4.6% | 0% |

Two entries picked at random from those above:
The line under a structure holds: BRCT PPI red	A350 autofl	Casp7 inh	4-MU autofl	UbGFP stabilizer	GFP derepression	BRCT PPI green	Casp1 inh	USP2a inhib	HEK293 cAMP cs	Fluorescein autfl
N#CCCSC(=S)[C@H]1CCCC1=N
 : -1.4%[15.4 µM]	i	-1%[11.5 µM]	i	-6%[9.17 µM]	0%[9.22 µM]	-2.9%[15.4 µM]	-5%[11.5 µM]	.	?	i
CCOC(=O)N1CCC(NS(=O)(=O)c2cc3c(cc2Cl)NC(=O)CO3)CC1
 : 1.1%	i	-1%	i	8%	2%	-0.6%	-3%	29%	-3%	i

Screens from PubChem BioAssay.
